# GPR35 antagonists: inhibition of zaprinast-stimulated GPR35 beta-arrestin translocation – imaging, U2OS, beta-arrestin-GFP, zaprinast agonist, primary screen (AID 2058) | U2OS GPR35 beta-arrestin-GFP translocation imaging, zaprinast antagonism; higher % means a stronger effect | one-dose inhibition, % at 10 µM; IC50 in µM for titrated hits | hit rate 0.052% among 290,000;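 active = inhibition of at least 50% with at least 30 cells and total cytoplasm GFP at most 10,000,000; inconclusive = under 30 cells or total GFP of 10,000,000 plus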
# KOR beta-arrestin-1: KOR antagonists, beta-arrestin recruitment, cell-based, luminescence, uHTS (AID 1778); hit rate 0.091% among 290,000; KOR beta-arrestin recruitment, luminescence, antagonist mode; higher % means a stronger effect; one-dose inhibition, % at 10 µM; IC50 in µM for titrated hits; in the data active = inhibition above about 50%; also: strong numbers were not always called active
# Dengue-2 NS5 capping: flavivirus cap methylation enzyme inhibition – biochemical, confirmation dose response, primary screen (AID 588689) | Dengue-2 NS5 methyltransferase capping enzyme assay, biochemical; higher % means a stronger effect | inhibition, % at 25 µM, or IC50 in µM where a hit was titrated | hit rate 0.3% among 340,000; in the data active = a potency from the dose series; inconclusive = inhibition above about 29% without an active follow-up result
# NOD1 inhibition: inhibition of NOD1-driven NF-kB reporter – cell-based, luminescence, uHTS, primary screen (AID 1578) | NOD1-driven NF-kB luciferase reporter cells, luminescence; higher % means a stronger effect | inhibition, % at 4 µM; hits with a dose series show EC50 in µM | hit rate 1% among 290,000; in the data active = inhibition mostly above about 36%, no sharp cut-off; inactive = mostly below about 34%;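 also: HEK-293T reporter cells stimulated with the NOD1 agonist gamma-tri-DAP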
# GPR55 beta-arrestin: GPR55 agonists via beta-arrestin recruitment, primary screen, imaging, U2OS cells, beta-arrestin-GFP redistribution (AID 1961); U2OS GPR55 beta-arrestin-GFP redistribution imaging; higher % means a stronger effect; activation, % at 10 µM, or EC50 in µM where a hit was titrated; hit rate 0.048% among 290,000;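 active = activation above 40% with more than 50 cells counted in the well; inconclusive = wells holding fewer than 50 cells, flagged as toxic or sparse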;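 also: U2OS osteosarcoma cells stably expressing GPR55 and beta-arrestin-GFP; plate controls were DMSO negative control for no effect and LPI positive control for full effect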
# West Nile virus CPE: West Nile virus antiviral activity, cell-based, CPE readout (AID 1621) | West Nile virus-infected cells, CPE inhibition; higher % means a stronger effect | CPE inhibition, % at 10 µM; hits with a dose series show IC50 in µM | hit rate 0.02% among 290,000; in the data active = a potency from the dose series; inconclusive = CPE inhibition mostly from about 3.7% at the one dose, without a potency; inactive = the rest, 99 in 100 with CPE inhibition below about 2.2%; also: strong numbers were not always called active
# GPR55 antagonists: GPR55 antagonists blocking LPI-driven arrestin recruitment, primary screen, imaging, U2OS, beta-arrestin-GFP, LPI agonist (AID 2013) | U2OS GPR55 beta-arrestin-GFP translocation imaging, LPI antagonism; higher % means a stronger effect | inhibition, % at 10 µM; hits with a dose series show IC50 in µM | hit rate 0.13% among 290,000;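 active = spots per cell inhibited over 60%, with over 100 cells counted and total cytoplasm intensity under 500,000; inconclusive = wells with under 100 cells, flagged as likely toxic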;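 also: U2OS cells stably carrying GPR55 and arrestin-GFP stimulated by 5 µM LPI near EC80; imaged beta-arrestin-GFP aggregate spots per cell after agonist stimulation; plate controls were LPI-stimulated DMSO wells for no effect and DMSO wells without LPI for full effect; some results filed as inactive read as strong as hits; confirmed hits need IC50 under 10 µM and bright autofluorescent wells are also inconclusive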
# KOR beta-arrestin-2: kappa opioid receptor activators – cell-based, luminescence, uHTS, primary screen (AID 1777); KOR beta-arrestin recruitment, luminescence; higher % means a stronger effect; one-dose activation, % at 10 µM; EC50 in µM for titrated hits; hit rate 0.02% among 280,000; in the data active = activation above about 50%, passing the limit was not always enough; also: a part of the inactive calls stands beside numbers as strong as those of hits
# HIV fusion peptide: cell-free HIV fusion peptide-binding blockers – biochemical, uHTS, fluorescence dequenching, primary screen (AID 1986) | inhibition, % at 20 µM, or IC50 in µM where a hit was titrated | cell-free peptide binding, fluorescence dequenching, 30 min; higher % means a stronger effect | hit rate 0.3% among 290,000; in the data active = inhibition mostly above about 52%, no sharp cut-off; inactive = mostly below about 76%; also: some results filed as inactive read as strong as hits
# Dengue-2 NS5 capping pilot replicate: second read-out of Dengue-2 NS5 capping, no call of its own (marks repeat the call); inhibition, %; measured here: pilot screen replicate inhibition
# * = called active by the depositor; ? = inconclusive; / = not tested or not shown; [ ] = dose if it differs, or a comment. Only part of the results is shown; the hit share may differ from the screen's.
SMILES,GPR35 antagonists,KOR beta-arrestin-1,Dengue-2 NS5 capping,NOD1 inhibition,GPR55 beta-arrestin,West Nile virus CPE,GPR55 antagonists,KOR beta-arrestin-2,HIV fusion peptide,others
COc1ccccc1CNS(=O)(=O)c1ccc2c(c1)N(C(C)=O)CCO2,-10%,-26%,-10%,29%,-0.1%,0.7%,-22%,12%,0.8%,
CC(=O)c1c(C)[nH]c(C(=O)N(CCc2ccccc2)Cc2ccccc2)c1C,-2%,-25%,/,-22%,0.1%,-1.0%,6%,-1.2%,1.1%,
COc1ccc(C2C(C(N)=O)=C(C)Nc3nc(CCCO)nn32)cc1 (stereo unspecified),22%,-7%,-2%,-10%,-0.1%,-0.2%,1%,-0.8%,0.0%,
C=CCn1c(SCC(=O)Nc2nnc(C)s2)nnc1-c1cccnc1,3%,-6%,-10%,-27%,0.4%,1.2%,-2%,-1.6%,0.1%,
CC1CC(C)CN(C(=O)c2ccc(CNc3c(N4CCCC4)c(=O)c3=O)cc2)C1 (stereo unspecified),-3%,14%,3%,-8%,0.0%,0.1%,14%,1.3%,-1.9%,
O=C(c1ccco1)N1CCN(c2ncnc3c(-c4ccc(Cl)cc4)nsc23)CC1,-1%,-52%,-4%,5%,0.3%,-0.7%,-4%,1.1%,1.9%,
CC1CN(C(=O)c2cccc(S(=O)(=O)Nc3ccccc3Cl)c2)CC(C)O1 (stereo unspecified),-5%,23%,6%,-13%,0.3%,-0.6%,15%,-1.0%,0.6%,
CC(NC(=O)COC(=O)C1=COCCO1)C12CC3CC(CC(C3)C1)C2 (stereo unspecified),0%,-28%,-5%,-39%,1.2%,-0.2%,-3%,4.1%,0.7%,
CCCCSc1nnc2c(n1)OC=Nc1ccccc1-2,-12%,-3%,0%,1%,0.6%,0.1%,11%,-0.2%,-0.4%,
Cc1ccc(CSc2ncnc3c2cnn3-c2ccccc2)cc1,4%,44%,-3%,-9%,0.1%,0.2%,10%,-6.2%,2.4%,
CC(=O)c1sc(NCc2ccccc2)nc1C,3%,-25%,-2%,-16%,-0.1%,-0.1%,-6%,7.4%,-0.7%,
CCN(CC(=O)Nc1ccc(C(C)=O)cc1)CC(=O)Nc1ccccc1C(F)(F)F,-3%,-14%,-7%,-20%,0.7%,-0.1%,-3%,-6.3%,-2.5%,
CCC(C)N(C(=O)COC(=O)CSc1ccc([N+](=O)[O-])cc1)C1CCS(=O)(=O)C1 (stereo unspecified),0%,-27%,0%,-20%,-0.1%,-0.3%,0%,2.7%,0.5%,
Cn1c(NC(=O)C2c3ccccc3Oc3ccccc32)cc(=O)n(C)c1=O,-10%,-12%,-3%,-6%,-0.2%,1.4%,10%,-1.8%,0.2%,
COc1cc(NC(=O)C2CC(=O)NC3=C2C(=O)CC(C)(C)C3)c(OC)cc1Cl (stereo unspecified),10%,-54%,2%,7%,-0.1%,-0.3%,1%,7.6%,2.6%,Dengue-2 NS5 capping pilot replicate=-4.2

# Three compounds picked at random from those above:
SMILES,GPR35 antagonists,KOR beta-arrestin-1,Dengue-2 NS5 capping,NOD1 inhibition,GPR55 beta-arrestin,West Nile virus CPE,GPR55 antagonists,KOR beta-arrestin-2,HIV fusion peptide,others
COc1ccc(C2C(C(N)=O)=C(C)Nc3nc(CCCO)nn32)cc1 (stereo unspecified),22%,-7%,-2%,-10%,-0.1%,-0.2%,1%,-0.8%,0.0%,
C=CCn1c(SCC(=O)Nc2nnc(C)s2)nnc1-c1cccnc1,3%,-6%,-10%,-27%,0.4%,1.2%,-2%,-1.6%,0.1%,
CC1CN(C(=O)c2cccc(S(=O)(=O)Nc3ccccc3Cl)c2)CC(C)O1 (stereo unspecified),-5%,23%,6%,-13%,0.3%,-0.6%,15%,-1.0%,0.6%,

# Other structures follow.
SMILES,GPR35 antagonists,KOR beta-arrestin-1,Dengue-2 NS5 capping,NOD1 inhibition,GPR55 beta-arrestin,West Nile virus CPE,GPR55 antagonists,KOR beta-arrestin-2,HIV fusion peptide,others
Cc1cc(C(=O)N/N=C(\CCC(=O)O)c2cccs2)c2ccccc2n1,-6%,-2%,-1%,5%,-0.5%,-0.2%,-19%,-4.2%,0.6%,
COCCn1c(C)c(C(=O)O)sc1=S,-2%,16%,-11%,/,0.2%,0.2%,?,-1.6%,-0.2%,
O=C(Nc1ccccc1N1CCOCC1)c1cccc2c(Br)cccc12,7%,2%,-1%,-4%,0.3%,-1.8%,-14%,2.1%,0.8%,
NS(=O)(=O)c1cccc(C(=O)NC2CCSc3ccccc32)c1 (stereo unspecified),-7%,2%,-17%,-29%,0.4%,0.0%,0%,-4.4%,-0.9%,
O=C(c1cccc(N2CCCC2=O)c1)N1CCOCC1,-2%,27%,-9%,-23%,-0.2%,-0.2%,1%,6.5%,-3.0%,
NC(=O)c1ccc(NC(=O)COC(=O)c2c3c(nc4ccccc24)/C(=C\c2cccs2)CCC3)cc1,-3%,/,-5%,33%,0.2%,2.3%,14%,11%,4.8%,
CCOC(=O)CN1CC23C=CC(O2)C(C(=O)Nc2ccc(C(C)=O)cc2)C3C1=O (stereo unspecified),-2%,18%,-4%,-14%,-0.3%,0.2%,-4%,-2.7%,1.7%,
COc1ccc(C(CNC(=O)COc2ccccc2OC)N2CCCCC2)cc1 (stereo unspecified),10%,-16%,-2%,-21%,-0.2%,-0.6%,10%,-8.1%,1.6%,
CC(C)CCN1CCN(Cc2ccc(C#CC(C)(C)O)s2)CC1CCO (stereo unspecified),11%,2%[20 µM],6%,-8%,0.5%,0.0%,16%,-2.7%,-1.1%,
CC(C)(C)c1nc(SCC(=O)NC2CCCC2)c2ccccc2n1,1%,6%,-12%,-9%,-0.2%,0.0%,5%,-1.7%,-1.2%,
COc1ccc(CCNC(=O)C(=O)NCc2cccs2)cc1OC,23%,4%,-5%,-4%,0.2%,-0.9%,-4%,-0.4%,-1.3%,
C=CCSc1nnc(NC(=O)c2ccc(S(=O)(=O)NCC3CCCO3)cc2)s1 (stereo unspecified),-4%,14%,-1%,9%,0.3%,0.0%,-5%,4.4%,0.9%,
O=C(CSc1nnc2c(n1)[nH]c1ccccc12)Nc1ccc(N2CCOCC2)cc1,-3%,-5%,-2%,10%,-0.1%,-0.1%,-21%,-2.3%,-1.4%,
N#C/C(=C(\O)C(F)(F)F)c1nnc2n1CCCCC2,8%,6%,-3%,-19%,1.0%,-0.3%,-2%,-0.4%,0.6%,
COc1ccc(C(=O)N=C2SC3CS(=O)(=O)CC3N2c2ccc(C(C)=O)cc2)cc1 (stereo unspecified),-14%,0%,12%,-2%,-0.1%,0.1%,12%,12%,1.1%,

# 3 compounds out of the list, sorted by molar mass, low to high.
SMILES,GPR35 antagonists,KOR beta-arrestin-1,Dengue-2 NS5 capping,NOD1 inhibition,GPR55 beta-arrestin,West Nile virus CPE,GPR55 antagonists,KOR beta-arrestin-2,HIV fusion peptide,others
N#C/C(=C(\O)C(F)(F)F)c1nnc2n1CCCCC2,8%,6%,-3%,-19%,1.0%,-0.3%,-2%,-0.4%,0.6%,
O=C(c1cccc(N2CCCC2=O)c1)N1CCOCC1,-2%,27%,-9%,-23%,-0.2%,-0.2%,1%,6.5%,-3.0%,
CC(=O)c1c(C)[nH]c(C(=O)N(CCc2ccccc2)Cc2ccccc2)c1C,-2%,-25%,/,-22%,0.1%,-1.0%,6%,-1.2%,1.1%,

# The list goes on.
SMILES,GPR35 antagonists,KOR beta-arrestin-1,Dengue-2 NS5 capping,NOD1 inhibition,GPR55 beta-arrestin,West Nile virus CPE,GPR55 antagonists,KOR beta-arrestin-2,HIV fusion peptide,others
c1coc(-c2nnc3sc(Cc4cccs4)nn23)c1,-4%,-4%,1%,-19%,-0.1%,-0.5%,4%,-6.6%,23%,
Cc1cccc2c(=O)c(-c3ccc4c(c3)OCO4)c(NC(=O)c3ccco3)oc12,-11%,5%,0%,-25%,-0.2%,0.4%,8%,2.0%,-1.0%,
CCOC(=O)CSc1ccc(C(=O)N2CCN(C)CC2)cc1[N+](=O)[O-],-1%,10%,-2%,-13%,-0.2%,-0.4%,13%,-2.1%,1.1%,
O=C(CSc1nnc(-c2ccccc2)o1)NC1CCCCC1,22%,41%,-6%,-26%,-0.3%,0.0%,-2%,-5.9%,-2.2%,
Cc1ccc2c(C(=O)CN3CCCC3)c(C)[nH]c2c1,5%,22%,-3%,3%,-0.2%,0.1%,8%,-1.7%,-0.7%,
CN(c1ccc([N+](=O)[O-])cc1/C=N/NC(=O)COc1ccccc1)C1CCCCC1,1%,-2%,4%,-25%,-0.1%,-1.0%,12%,4.8%,-0.4%,
C#CCOCCOCCOCCNc1nc(N2CCN(C(=O)C(Cc3cc4ccccc4[nH]3)n3cc(C(N)Cc4ccc(O)cc4)nn3)CC2)nc(N2CCN(C(=O)C(Cc3cc4ccccc4[nH]3)n3cc(C(N)Cc4ccc(O)cc4)nn3)CC2)n1 (stereo unspecified),14%,33%,/,5%,-0.2%,/,3%,-0.9%,1.6%,
CCOc1ccc(NC(=O)C(Cc2ccccc2)N2C(=O)c3cccc4cccc(c34)C2=O)cc1 (stereo unspecified),-1%,-15%,/,-58%,-0.3%,-1.1%,-4%,-1.1%,0.6%,
C/C(=N\Nc1ccc(Cl)c(C(=O)O)c1)c1ccc[nH]1,10%,7%,17%,-10%,-0.3%,0.3%,2%,3.3%,17%,
O=C(COC(=O)c1c(Cl)cccc1Cl)Nc1ccccc1Br,-6%,38%,-2%,-28%,-0.1%,0.0%,-2%,0.8%,-2.2%,
O=c1cc(C(F)(F)F)nc(-c2cccnc2)[nH]1,-7%,-10%,4%,-8%,0.2%,0.2%,1%,-4.9%,-1.2%,
Cc1ccc(-n2ncc3c(=O)[nH]c(SCC(=O)N4CCN(c5ccccc5)CC4)nc32)cc1,-7%,39%,9%,-35%,-0.1%,-0.1%,-7%,1.2%,0.4%,
CCOc1ccc2nc(C)cc(Nc3cccc([N+](=O)[O-])c3)c2c1,11%,/,-4%,-118%,-0.2%,-0.1%,11%,-0.3%,-2.0%,
O=C(O)CN1C(=O)/C(=C\c2cn(-c3ccccc3)nc2-c2ccccc2)SC1=S,5%,-38%,?,13%,0.3%,-0.1%,-12%,1.6%,/,
O=C(C1CCCN(Cc2ccccc2F)C1)N1CCc2ccccc2C1 (stereo unspecified),-5%,20%,/,6%,-0.1%,0.2%,-6%,3.4%,1.1%,
CC(=O)c1ccccc1C(=O)N1CCCC(C(=O)c2ccc(C(F)(F)F)cc2)C1 (stereo unspecified),14%,-39%,3%,-7%,-0.1%,-0.3%,-3%,0.0%,-0.6%,
Cc1ccc(C2(c3ccc(C)cc3)CC2C(=O)NCc2cccnc2)cc1 (stereo unspecified),-12%,-21%[20 µM],4%,-17%,0.2%,-1.3%,11%,-4.3%,0.4%,
